# Bioassay records: PubChem BioAssay, Broad Institute
# ERp5 block = inhibitors of ERp5-driven insulin aggregation, primary screen, biochemical, turbidity, absorbance 650 nm, single point. 90 min. Protein disulfide-isomerase A6 (Homo sapiens), Q15084. inhibition, % at 9.99 µM. actives 0.05% (n = 350,000);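 active = mean replicate inhibition above about 25%, with every replicate also reaching it, limit read from the data, passing the limit was not always enough; inconclusive = only one of those two criteria met; inactive = neither criterion met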
# C2C12 statin = suppressors of statin myotoxicity in C2C12 myotubes, primary screen, cell-based, single point, plate reader. C2C12 myotubes + simvastatin, ATP luminescence, 48 h; scaled: DMSO 0, geranylgeraniol control 100. rescue of ATP level, % at 7.49 µM. actives 0.78% (n = 330,000);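 active = mean ATP rescue above about 67%, or every replicate alone reaching that limit, limit read from the data, passing the limit was not always enough; inconclusive = no clear call, values can overlap the other calls; inactive = mean under the limit and some replicate under it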;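 note: myotubes were challenged with 10 µM simvastatin during compound exposure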
# E-selectin induc = E-selectin induction in HUVECs, primary screen, imaging, HUVEC, immunofluorescence imaging, single point. normalized: neutral wells 0, TNF-alpha wells 100. activation, % at 7.58 µM. actives 0.37% (n = 260,000). AID 686992, 2013;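 active = mean E-selectin-positive cell signal at least 10% of the positive control, reached in at least 60% of replicates, without over 20% cell loss; inconclusive = no rule given, readout overlaps actives, possibly toxicity-flagged; inactive = the rest, including those meeting only one limit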;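 note: in these data hits start at about 27%; measured in HUVEC primary endothelial cells; signal is the percent of cells scored E-selectin positive by PE staining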
# Target sequence (P16581 whole entry, looked up): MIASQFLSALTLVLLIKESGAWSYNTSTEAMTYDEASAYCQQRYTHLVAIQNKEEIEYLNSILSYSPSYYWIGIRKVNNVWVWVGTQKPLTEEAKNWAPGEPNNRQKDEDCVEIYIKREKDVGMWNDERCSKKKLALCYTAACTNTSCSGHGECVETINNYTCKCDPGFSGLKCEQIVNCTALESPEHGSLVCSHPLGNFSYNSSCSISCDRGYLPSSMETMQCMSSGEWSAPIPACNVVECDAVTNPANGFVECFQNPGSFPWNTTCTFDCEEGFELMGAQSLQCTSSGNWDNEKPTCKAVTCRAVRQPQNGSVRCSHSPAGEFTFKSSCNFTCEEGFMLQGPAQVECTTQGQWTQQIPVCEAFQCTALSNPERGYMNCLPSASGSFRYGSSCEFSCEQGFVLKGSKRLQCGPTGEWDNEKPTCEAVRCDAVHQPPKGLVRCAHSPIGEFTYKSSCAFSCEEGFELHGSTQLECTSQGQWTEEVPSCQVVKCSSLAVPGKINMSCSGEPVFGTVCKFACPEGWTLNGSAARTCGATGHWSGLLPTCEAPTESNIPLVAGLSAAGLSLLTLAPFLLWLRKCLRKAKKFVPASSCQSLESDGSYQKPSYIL
#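 Test system – human umbilical vein endothelial cells (HUVEC), E-selectin induction · Input – 3,000 HUVEC seeded per well · Buffer or medium – EGM-2, gelatin · Compound dosing – single-point compound dose · Detection – immunofluorescence imaging · Measure – percent E-selectin-positive cells · Controls – TNF-alpha high, DMSO low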
# S100A4 MyoIIA = inhibitors of S100A4-myosin IIA peptide binding, primary screen, biochemical, fluorescence polarization, TAMRA-MyoIIA peptide | Protein S100-A4 (Homo sapiens), P26447 | inhibition, % at 10.7 µM | actives 0.14% (n = 360,000) | AID 652163, 2013;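 active = mean inhibition of at least 70% across replicates, with every replicate also reaching that level; inconclusive = mean inhibition reaches 70% but some replicates fall short; inactive = mean inhibition below 70%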
# Target sequence (P26447 whole entry, looked up): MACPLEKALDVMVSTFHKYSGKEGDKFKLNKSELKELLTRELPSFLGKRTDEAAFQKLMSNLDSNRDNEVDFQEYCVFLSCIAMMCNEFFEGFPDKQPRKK
#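 Material: S100A4 monomer protein / Buffer or medium: 50 mM HEPES pH 7.2, 10 mM CaCl2, 100 mM KCl / Times: 5 min incubation before reading / Benchmarks: neutral control DMSO, positive control TFP / Reagent: labelled myosin peptide probe, 5 nM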
# SIRT5 inh = SIRT5 desuccinylase inhibitors, primary screen, biochemical, fluorescence imaging, single point, set 5. inhibition, % at 15 µM. NAD-dependent protein deacylase sirtuin-5, mitochondrial (Homo sapiens), Q9NXA8. actives 1.1% (n = 330,000). Purified SirT5, succinyl-peptide AMC, trypsin-coupled fluorescence; in the data active = inhibition above about 15%; inconclusive = no clear call, values can overlap the other calls
# Target sequence (Q9NXA8 whole entry, looked up): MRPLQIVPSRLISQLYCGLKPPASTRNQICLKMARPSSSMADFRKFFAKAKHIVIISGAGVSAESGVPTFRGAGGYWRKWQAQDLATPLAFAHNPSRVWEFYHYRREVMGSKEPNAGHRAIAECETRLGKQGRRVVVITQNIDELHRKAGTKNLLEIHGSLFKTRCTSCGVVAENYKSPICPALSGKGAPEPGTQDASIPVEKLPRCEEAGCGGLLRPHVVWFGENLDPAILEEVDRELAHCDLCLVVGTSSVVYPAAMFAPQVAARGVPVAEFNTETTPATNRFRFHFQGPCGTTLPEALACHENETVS
# PglD DTNB = C. jejuni PglD acetyltransferase inhibitors, primary screen, biochemical, DTNB colorimetric, single point; UDP-N-acetylbacillosamine N-acetyltransferase PglD (Campylobacter jejuni); purified PglD enzyme, DTNB colorimetric CoA detection; inhibition, % at 12.5 µM; actives 0.098% (n = 360,000); AID 602405, 2012; in the data active = inhibition above about 16%, passing the limit was not always enough; inconclusive = no clear call, values can overlap the other calls; note: strong numbers were not always called active
# DENV2 CPE = inhibitors of DENV2 cytopathic effect, primary screen, cell-based, plate reader, single concentration; DENV2-infected cells, cytopathic effect rescue; CPE inhibition, % at 9.99 µM; AID 651640, 2012; actives 1.7% (n = 350,000); in the data active = CPE inhibition above about 20%, passing the limit was not always enough; inconclusive = no clear call, values can overlap the other calls; tested in BHK-21 cells;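 note: 0% = median of neutral control wells and 100% = median of positive control wells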
# The depositor's hits bear a star; ? = inconclusive; nt = no result given; & = joins results of further samples.
SMILES	ERp5 block	C2C12 statin	E-selectin induc	S100A4 MyoIIA	SIRT5 inh	PglD DTNB	DENV2 CPE
CC(=O)N1c2ccccc2N2C(c3c(C)c(C)cc(C)c3C)=NON12	1	nt	-1.5	-1	1	nt	11
COc1ccc(-n2c(Cc3cccn3C)nnc2SCC(=O)NCC2CCCO2)cc1 (stereo not given)	1	9	0.0	-1	1	8	?
CCNS(=O)(=O)c1ccc(CCC(=O)O)cc1	-6	6	nt	1	nt	4	7
Cc1noc(C)c1NC(=O)N(C)C[C@H]1Oc2ccc(NC(=O)C3CCCCC3)cc2C(=O)N([C@@H](C)CO)C[C@H]1C	2	-5	-0.2	3	10	7	-4
O=C(CSc1c2c(nc3ccccc13)CCCC2)NCc1ccco1	0	nt	-0.1	-3	-13	nt	nt
C/C=C/c1cnc2c(c1)C(=O)N([C@H](C)CO)C[C@@H](C)[C@H](CN(C)Cc1cncnc1)O2	-3	-9	0.1	4	-4	8	-2
Cc1ccc2nc(SCC(=O)NCc3ccc(S(N)(=O)=O)cc3)[nH]c2c1	24	0	nt	-3	0	-2	4
O=C(c1ccncc1)N1C[C@@H]2[C@H](c3ccccc31)[C@H](CO)N2C(=O)CN1CCOCC1	1	-5	0.0	1	2	-1	18
CC(=O)N1N=C(c2ccc(C)o2)CC1c1cccc(F)c1 (stereo not given)	0	9	nt	3	0	-4	-2
CSc1ncnc2c1ncn2CCCNCc1ccccn1	-9	10	nt	-12	-3	-2	-7
O=C(O)[C@H]1CC=C[C@H]2CCN(Cc3ccc(Cl)c(Cl)c3)C(=O)[C@@H]12	-8	1	nt	1	-5	-8	13
COc1ccc(S(=O)(=O)c2cnc3ccccc3n2)cc1	4	-15	nt	2	-3	2	-2
CC(C)Cn1c(CCNC(=O)c2ccco2)nc2ccccc21	2	nt	nt	0	0	nt	8
COc1ccc(-c2noc(C3CCCN(C(=O)c4ccc(F)cc4)C3)n2)cc1 (stereo not given)	-1	-4	0.5	1	-1	-4	0
CSc1ccccc1OCc1cc(C(=O)N(C)C2CCCc3ccccc32)no1 (stereo not given)	0	12	nt	-2	20*	-2	8
C[C@H](O)C#Cc1cnc2c(c1)C(=O)N([C@H](C)CO)C[C@H](C)[C@H](CN(C)C(=O)CC1CC1)O2	2	0	-0.9	0	0	3	-3
CCCNC(=O)Nc1ccc2c(c1)OC[C@H](C)N(Cc1ccncc1)C[C@@H](C)[C@@H](OC)CN(C)C2=O	2	-9	0.0	-1	-1	1	45*
N#CCCOC1(C#CCN2CCCC2)CCCCC1	4	17	nt	-1	-5	8	10
O=C(Nc1cccc2[nH]c([C@H]3C[C@H](O)[C@@H](CO)O3)nc12)NC(c1ccccc1)c1ccccc1	-2	5	nt	-1	nt	-6	7
CN(CCOc1ccccc1)C(=O)c1ccc(Cl)c(S(=O)(=O)N2CCCCC2)c1	3	-4	-0.7	-3	-2	5	-9
C[C@H](CO)N1C[C@H](C)[C@@H](CN(C)C(=O)c2ccncc2)OCCCC[C@H](C)Oc2ccc(NS(=O)(=O)c3cn(C)cn3)cc2C1=O	-1	nt	1.3	-7	-2	2	-3
Cc1ccc(S(=O)(=O)NC2=NCN(C)CN2)cc1[N+](=O)[O-]	5	-4	-0.3	-1	-2	-15	3
OC[C@@H]1[C@@H](c2ccc(C#CC3(O)CCCC3)cc2)[C@H]2CN(Cc3cccnc3)CCCCN12	-3	nt	-0.2	-5	-3	2	4
OC(c1ccccc1)c1nc(/C=C/c2ccc(C(F)(F)F)cc2)cs1 (stereo not given)	11	-6	0.0	-1	-3	-2	-4
O=C(NCc1ccccc1)c1ccc(Cl)c(NC2=NC3CS(=O)(=O)CC3S2)c1 (stereo not given)	0	-2	nt	2	-2	2	4
C[C@@H]1CN([C@@H](C)CO)C(=O)c2cc(-c3cccc(C#N)c3)cnc2O[C@H]1CN(C)Cc1ccncc1	0	-8	0.2	8	-1	0	18
CC(=O)N1CCc2cc(Br)cc(S(=O)(=O)N3CCCCC3)c21	0	-15	nt	-2	-3	0	10
O=C(Nc1ccc(C(O)c2ccccc2)cc1)[C@H]1C[C@H](O)[C@@H](CO)O1 (stereo not given in full)	-3	2	-0.2	-1	nt	-8	-1
C[C@H]1CN([C@@H](C)CO)C(=O)Cc2cc(NC(=O)NC3CCCCC3)ccc2O[C@@H]1CN(C)Cc1ccccc1	-3	-10	0.1	6	3	-4	-3
CC12COC3(C(=O)Nc4ccccc4)CC1CCC32C (stereo not given)	-8	11	nt	-16	-1	-1	-1
CC(C)C[C@H]1CN(CCCC[C@H]2CNC(=O)C(=O)N2CC2CCCCC2)C(=O)C(=O)N1CCc1ccccc1	-3	nt	2.2	-4	4	nt	2
CN1C(=O)c2cc(NC(=O)Cc3ccccc3)ccc2OC[C@H]2O[C@H](CC(=O)NCC3CC3)CC[C@@H]21	-2	0	-0.1	-8	-1	0	-11
CN(C)C(=O)c1ccc(NS(=O)(=O)c2ccc3c(c2)OCCO3)cc1	3	nt	-0.6	7	-11	-6	-1
CCCC(=O)Nc1ccc2c(c1)OC[C@H](C)N(Cc1ccccc1)C[C@H](C)[C@@H](OC)CN(C)C2=O	nt	nt	-0.2	10	0	nt	32*
C[C@@H](NC(=O)C[C@@H]1C[C@H]2c3cc(NC(=O)NC4CCCC4)ccc3O[C@H]2[C@H](CO)O1)c1ccccc1	2	-3	0.2	3	-2	4	2
CN(C)CC(=O)N1[C@@H](C#N)[C@@H](c2ccc(C#CC3CCCCC3)cc2)[C@@H]1CO	1	-37	0.9	0	4	-1	?
COC(=O)[C@@]1(Cc2ccccc2)[C@H]2C(=O)N(C)C(=O)[C@H]2[C@H]2CN=C(SCc3ccc(C)cc3)N21	-2	-7	0.4	-4	9	-5	0
COCCCNC(=S)N1CCN(S(=O)(=O)c2ccc(OC)cc2)CC1	-3	nt	nt	27	nt	nt	2
Cc1ccc(C(=O)N2CCCCC2)cc1S(=O)(=O)N1CCCC1	8	-6	-0.2	-5	0	5	4
C[C@@H]1CN([C@@H](C)CO)C(=O)c2cc(NC(=O)Cc3cn(C)c4ccccc34)ccc2O[C@@H]1CN(C)Cc1ccc(C(=O)O)cc1	1	5	3.4	-6	-9	-4	-4
Cc1ccccc1Nc1nc(N)nc(COC(=O)c2ccc([N+](=O)[O-])o2)n1	5	6	-0.1	-4	-2	-1	2
CC1CCN(c2c(NCC3CCC(C(=O)Nc4ccccn4)CC3)c(=O)c2=O)CC1 (stereo not given)	1	nt	0.2	3	0	3	3
Cc1nc(NC(=O)c2ccccc2)sc1-c1cc(C(=O)O)nn1Cc1ccccc1	-4	3	nt	-5	-5	-4	-15
CNC[C@@H]1Oc2ccc(NC(=O)Nc3ccc(OC)cc3)cc2CC(=O)N([C@@H](C)CO)C[C@@H]1C	-3	-14	nt	3	-2	-1	nt
O=C(Nc1cc(S(=O)(=O)N2CCCC2)ccc1Cl)c1cc(F)c(F)c(F)c1F	5	-8	1.5	-8	-5	2	-7
Cc1cccc(NC(=S)N2CCN(S(=O)(=O)c3ccccc3)CC2)c1	-9	4	-0.2	-2	-4	-3	-2
CC(C)(C)c1cc(C(=O)NNc2cc(C(F)(F)F)ccc2Cl)n(Cc2ccccc2)n1	3	nt	nt	0	4	nt	-8
C[C@@H]1CN([C@@H](C)CO)C(=O)c2cc(-c3cccc(C#N)c3)cnc2O[C@H]1CN(C)C(=O)c1ccccn1	10	-21	-0.2	5	-5	-1	-1
Cc1ccc(-c2n[nH]c(S(C)(=O)=O)c2C#N)cc1	-5	nt	-2.0	-10	0	nt	-5
CNC[C@H]1OCCCC[C@H](C)Oc2ccc(NS(C)(=O)=O)cc2C(=O)N([C@H](C)CO)C[C@@H]1C	1	-5	-0.1	-6	-1	-1	4
CCCCCCNC(=O)CCNS(=O)(=O)c1ccc(C)cc1	-3	nt	nt	-1	-1	nt	-1
C[C@H](CO)N1C[C@H](C)[C@H](CN(C)Cc2ccc(C(=O)Nc3ccccc3N)cc2)Oc2ccc(NC(=O)Cn3cnnn3)cc2C1=O	-4	100*	0.1	-29	0	0	10
COc1ccc(C(=O)Nc2cccc(C(=O)NCc3ccco3)c2)cc1	2	nt	1.0	-4	1	-2	2
Cc1cc(C(=O)NN=C2CC(=O)CC(C)(C)C2)c(C)o1	8	5	0.0	0	-1	-3	-4
CSCC[C@H](NC(=O)OC(C)(C)C)C(=O)N1CCC(C(=O)N[C@@H](C)C(=O)O)CC1	4	nt	nt	7&0	-2	-2	-3
O=C(C1CCCN(S(=O)(=O)c2cccnc2)C1)N1CCN(c2ccccn2)CC1 (stereo not given)	-3	1	nt	0	nt	-6	87*
CCS(=O)(=O)N1CC(=O)N2[C@H](CO)[C@@H](c3ccc(C#CC4CC4)cc3)[C@H]2C1	3	nt	0.0	-6	0	nt	-11
COc1ccc(-c2cnnc(N/N=C/c3ccc(-c4ccc([N+](=O)[O-])cc4)o3)n2)cc1	8	nt	-0.5	1	1	nt	1
C[C@@H]1CN([C@@H](C)CO)S(=O)(=O)c2ccc(C#CC3CC3)cc2O[C@@H]1CN(C)Cc1ccccc1	-1	9	-0.2	-6	-2	-1	-4
CCCNC(=O)N(C)C[C@H]1Oc2cc(C#C[C@@H](C)O)ccc2S(=O)(=O)N([C@H](C)CO)C[C@H]1C	-12	2	-0.2	-70	1	-4	1

# Entries of single compounds as entered above. Screens in order: ERp5 block	C2C12 statin	E-selectin induc	S100A4 MyoIIA	SIRT5 inh	PglD DTNB	DENV2 CPE
# Listed for `C[C@H](CO)N1C[C@H](C)[C@H](CN(C)Cc2ccc(C(=O)Nc3ccccc3N)cc2)Oc2ccc(NC(=O)Cn3cnnn3)cc2C1=O` : -4	100*	0.1	-29	0	0	10
# Listed for `CNC[C@H]1OCCCC[C@H](C)Oc2ccc(NS(C)(=O)=O)cc2C(=O)N([C@H](C)CO)C[C@@H]1C` : 1	-5	-0.1	-6	-1	-1	4

# The listing continues.
SMILES	ERp5 block	C2C12 statin	E-selectin induc	S100A4 MyoIIA	SIRT5 inh	PglD DTNB	DENV2 CPE
COc1ccc2c3c([nH]c2c1)[C@@H](CO)N(Cc1cccc(F)c1)CC31CN(CC2CC2)C1	2	nt	-0.2	-29	4	nt	3
CCCC(=O)Nc1cc2c(cc1C(C)=O)OCCO2	4	3	4.0	1	0	0	-2
C[C@H]1CCCCO[C@H](CN(C)Cc2ccc(C(F)(F)F)cc2)[C@@H](C)CN([C@@H](C)CO)C(=O)c2cc(NS(C)(=O)=O)ccc2O1	nt	nt	-0.1	nt	nt	-1	10
CCC(=O)N1[C@@H]2Cn3c(ccc(-c4ccc(F)cc4)c3=O)[C@H]1[C@@H](C(=O)N(C)C)[C@@H]2CO	6	-15	0.1	-32	-34	-4	-3
O=S(=O)(c1ccc2ccccc2c1)N1CCCCCC1	-1	nt	nt	-5	-3	nt	2
C[C@@H]1CCCCO[C@H](CN(C)S(=O)(=O)c2cccs2)[C@@H](C)CN([C@@H](C)CO)C(=O)c2cc(NS(C)(=O)=O)ccc2O1	-16	38	0.2	0	-2	3	-3

# The list is partial; count on the stated rates, not on these rows.
